14-3-3 PPI = modulators of human 14-3-3 gamma - Raf peptide interaction; FP, 14-3-3gamma / TMR-pS259-Raf peptide binding; hit rate 0.19% among 160,000; P61981; inhibition, % at 40 µM; in the data active means inhibition above about 30%;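 further: 0% = protein plus tracer without compound and 100% = blank with tracer alone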
Target sequence (P61981 whole entry, looked up): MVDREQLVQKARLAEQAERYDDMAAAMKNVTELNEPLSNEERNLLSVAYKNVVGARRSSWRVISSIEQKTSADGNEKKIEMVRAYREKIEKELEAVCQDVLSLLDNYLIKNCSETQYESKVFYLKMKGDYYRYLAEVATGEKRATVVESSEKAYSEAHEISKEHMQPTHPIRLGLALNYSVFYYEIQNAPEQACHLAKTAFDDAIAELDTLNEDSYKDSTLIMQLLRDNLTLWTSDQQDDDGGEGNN
Active calls of the source: *; & = joins results of further samples.

Preview, three compounds:
14-3-3 PPI,SMILES
-16,Cc1cccc(C)c1-n1c(N)c(C(=O)Nc2ccc([N+](=O)[O-])cc2)sc1=S
-5,CS(=O)(=O)N(CC(=O)NCc1ccccn1)c1ccc2c(c1)OCCO2
-4,Cc1ccc(CNC(=O)COC(=O)c2c(C)noc2C)cc1

All compounds of this part, repeating the preview:
14-3-3 PPI,SMILES
-16,Cc1cccc(C)c1-n1c(N)c(C(=O)Nc2ccc([N+](=O)[O-])cc2)sc1=S
-5,CS(=O)(=O)N(CC(=O)NCc1ccccn1)c1ccc2c(c1)OCCO2
-4,Cc1ccc(CNC(=O)COC(=O)c2c(C)noc2C)cc1
-6,CCOC(=O)c1cnc2c(C)c(Cl)ccc2c1NCCN(C)C
-2,O=C(Nc1ccccc1C(=O)OCn1nnc2ccccc2c1=O)c1ccco1
1,CCOC(=O)N1CCN(C2=NC3(CCCCC3)C(C#N)C(=O)N2)CC1 (stereo not given)
-10,Cc1cccc(NC(c2ccc(F)cc2)C2CCCC2=O)c1 (stereo not given)
2,Cc1ccc(-n2nnnc2SCC(=O)NCCC2=CCCCC2)c(C)c1
-6,COc1cc(NC(=O)c2sc3nc4c(cc3c2N)CCCCC4)cc(OC)c1
-5,Clc1ccccc1OCCN1CCCCC1
-7,O=C(O)c1ccc(NCc2ccc3c(c2)OCO3)cc1
-1,CCCSc1nnc(N2C(=O)CC(c3ccsc3)C3=C2CCCC3=O)s1 (stereo not given)
0,Nc1ccc2[nH]ncc2c1
0,Cc1cccc(C(=O)OC(C)CN2C(C)CCCC2C)c1 (stereo not given)
-3,CCn1ncc(C2=NOC(C(=O)NCc3ccccc3)C2)c1C (stereo not given)
-8,COc1ccc(OC)c(C2C(C#N)=C(N)Oc3c2c(C)nn3-c2ccc(C)cc2)c1 (stereo not given)
-11,Cc1ccc(-n2c(C)cc(C(=O)CSc3nnnn3C)c2C)cc1
-9,O=S(=O)(c1cccs1)N1CCN(c2ncccn2)CC1
3,CCn1cc(C(=O)N2CCCCC2C)c(=O)c2ccc(C)nc21 (stereo not given)
-4,COc1ccc(CNc2ccccn2)cc1

(more compounds)
14-3-3 PPI,SMILES
0,CC(=O)Nc1ccc2nc(NC(=O)c3ccc(N)cc3)sc2c1
-6,CCCCC(=O)c1c(O)c2ccccc2oc1=O
-12,O=c1c(-c2ccc3c(c2)OCCO3)coc2c(CN3CCOCC3)c(O)ccc12
-2,CC1CCN(S(=O)(=O)c2cccc(C(=O)Nc3nccs3)c2)CC1
-2,COc1cc(NC(=O)C(C)C)c(OC)cc1Cl
-8,COc1nnc(-c2ccc(N3CCOCC3)c(NC(C)=O)c2)c2ccccc12
-3,N#Cc1c(NC(=O)c2cc3ccccc3c(=O)o2)sc2c1CCCCC2
-10,Cc1ccc(N=Cc2ccc(Sc3nnnn3-c3ccccc3)o2)cc1
2&3,CCn1c(CCNC(=O)c2ccc(OC)c(OC)c2)nc2ccccc21
-8,Cn1c(SCc2cccc(F)c2)nnc1-c1c[nH]c2ccccc12
-28,O=C(CSc1nnc(-c2ccco2)c(-c2ccco2)n1)Nc1cnc2ccccc2c1
2,COc1ccc(S(=O)(=O)N(C)CC(=O)N2CCC(C)CC2)cc1Cl
0,CC(C)c1ccc(C(O)c2nccn2C)cc1 (stereo not given)
-8,CCOC(=O)c1c(NC(=O)c2ccc(N(CC)CC)cc2)sc2c1CCC2
0,Cc1ccc(-n2c3c(cc(C(=O)NCCc4c[nH]c5ccccc45)c2=O)C(=O)CC(C)(C)C3)cc1
1,C=CCn1c(=O)[nH]c2ccccc21
-15,O=C(Nc1ccc(F)cc1)c1ccc2c(=O)n(Cc3cccc(Br)c3)c(=S)[nH]c2c1
-6,COc1cc2ccccc2cc1C(=O)Nc1ccc(Cl)cn1
3,COc1ccc(-c2cc(C(=O)NCCc3ccccc3)no2)cc1
0,CC(C)C(=O)Nc1cccc2nsnc12

Carrying on:
14-3-3 PPI,SMILES
1,Cc1sc2ncn(CC(=O)N3CCN(c4ccccc4)CC3)c(=O)c2c1S(=O)(=O)N1CCC(C)CC1
7,CCOC(=O)N1CCC(N(C(=O)Nc2ccc(Cl)c(Cl)c2)C(C)CC)CC1 (stereo not given)
-12,C=CCC(Nc1ccco1)c1ccccc1 (stereo not given)
-1,COc1ccccc1NC(=O)C(=O)NCC(C)C
-1,COC(=O)Cn1c(=NC(=O)C2CC2)sc2c(C)cc(C)cc21
-4,CCc1ccc2c(c1)C1C=CCC1C(c1ccc([N+](=O)[O-])cc1)N2 (stereo not given)
-21,CCOC(=O)c1c(C)[nH]c(C(=O)Cn2c(=O)c3c(ncn3CC)n(Cc3ccccc3)c2=O)c1C
-8,Cc1ccc(C)c(CN2C(=O)CSc3ccc(C(=O)NC4CCCCC4)cc32)c1
-3,CC(C)(C)c1ccc(CSc2nc3ccccc3c(=O)n2CCc2ccc(S(N)(=O)=O)cc2)cc1
-6,COc1cc(C(=O)Nc2ccc(S(=O)(=O)Nc3cnc4ccccc4n3)cc2)cc(OC)c1OC
-19,Cc1onc(-c2ccccc2Cl)c1C(=O)NC1CCCC1
-4,Cc1ccc(C(=O)N2CCN(c3ccccc3)CC2)cc1S(=O)(=O)N1CCCC1
-4,CC(C)C(=O)Nc1ccc(NC(=O)c2ccco2)cn1
-6,CCSCCSc1nc(-c2cccs2)cc(C(F)(F)F)c1C#N
4,COc1cccc(NC(=O)c2cn(CC(C)C)c(=O)c3cc(OC)c(OC)cc23)c1
-7,O=C(NCCc1ccc(Cl)cc1)C1CC(=O)N(CCc2ccccc2)C1 (stereo not given)
-236,CCN1/C(=C/c2ccc3ccccc3[n+]2CC)Sc2ccc(C)cc21
5,COc1ccccc1CNC(=O)Cn1cnc2sc(C(=O)O)c(C)c2c1=O
-2,CCCOC(=O)C1=C(C)NC(=O)NC1c1ccccc1Cl (stereo not given)
-3,CCOC(=O)c1sc2nc(Cc3ccccc3)nc(NCc3ccccc3)c2c1C

Next part.
14-3-3 PPI,SMILES
-6,FC(F)(F)c1cccc(-n2cc(-c3ccccc3)c3c(NCC4CCCO4)ncnc32)c1 (stereo not given)
-1,COc1cc(C2C3C(=O)N(Cc4ccccc4)C(=O)C3ON2c2ccccc2)cc(OC)c1O (stereo not given)
-2,O=S(=O)(/N=S1/CC=CCN1S(=O)(=O)c1ccccc1)c1ccccc1 (stereo not given)
1,Nc1nc2n(n1)C(c1ccco1)CC(c1ccc(F)cc1)N2 (stereo not given)
-8,N#Cc1cc2c(nc1SCc1ccncc1)CCC2
-4,CCCCN1CC(C(=O)NC2CCCC2)CC1=O (stereo not given)
-62,O=C(Nc1ccc2c(c1)OCO2)c1cc(-c2ccco2)on1
-5,O=C(CC1(O)C(=O)N(Cc2ccccc2)c2ccccc21)c1ccc(Cl)cc1 (stereo not given)
-3,CCc1cc(=O)oc2c(CN3CCN(C)CC3)c(O)c(Cl)cc12
-13,Cc1nc2c(C(=O)NCc3cccs3)c[nH]n2c(=O)c1Cc1ccccc1Cl
-1,COc1ccc(C2C(C(=O)OCc3ccccc3)=C(C)N=C3SCCC(=O)N32)cc1OC (stereo not given)
3,O=C(Nc1cccc(OCC(=O)N2CCOCC2)c1)C1CCCCC1
-5,COc1cc(NS(=O)(=O)c2ccc3c(c2)oc(=O)n3C)cc(OC)c1
-9,O=C1c2ccc(-c3nc4ccccc4c(=O)o3)cc2C(=O)N1C1CCCCC1
11,COc1ccc(-c2cc(-c3ccc(F)cc3)nc(N3CCOCC3)n2)cc1
-5,O=c1[nH]cc(-n2c(=O)c3ccccc3c3ccccc3c2=O)c(=O)[nH]1
3,CCc1ccc(S(=O)(=O)NCc2csc(C)n2)s1
6,O=C(C1CCCN(S(=O)(=O)c2ccc(Br)s2)C1)N1CCN(c2ccccc2F)CC1 (stereo not given)
-20,O=C(CCn1c(=O)[nH]c2ccsc2c1=O)N1CC(=O)N(CCc2ccccc2)C(=O)C1
-3,CCOc1ccc(C2Sc3ccccc3NC3=C2C(=O)OC3)cc1 (stereo not given)

Additional results follow.
14-3-3 PPI,SMILES
-4,O=P(O)(c1ccc(Cl)cc1)c1ccc(Cl)cc1
151*,Cn1c(=O)c(Nc2ccc(Br)cc2)c2c3c(cccc31)C(=O)c1ccccc1-2
-7,CC1(C)CC(=O)C2=C(C1)Nc1nc3ccccc3n1C2c1ccccc1[N+](=O)[O-] (stereo not given)
5,Cc1c(-c2nn(C)c(=O)c3ccccc23)oc2ccc(F)cc2c1=O
-6,Oc1c(I)cc(Cl)c2cccnc12
-17,C=CCn1c(SCc2ccccc2)nc2sc3c(c2c1=O)CCC3
-7,COc1ccccc1N(CC(=O)Nc1ccc2c(c1)OCO2)S(C)(=O)=O
-12,CN1CCc2c(sc3c2c(=O)n(-c2ccccc2)c2nnc(SCc4ccccc4)n32)C1
-1,CC(=O)CC(=O)Nc1cccc(C(F)(F)F)c1
-78,CC1CCc2c(sc(N)c2C(=O)Nc2cccc(Cl)c2)C1 (stereo not given)
-8,COc1ccc(N2C(=O)CCC(C(=O)Nc3nc4ccc(OC)cc4s3)C2c2ccc(OC)c(OC)c2)cc1 (stereo not given)
-5,CCOc1ccc(C2C(=O)N(C3CCCCC3)CC(=O)N2C2CCCc3ccccc32)cc1OC (stereo not given)
-17,COc1ccccc1CNC(=O)C1CCC(CNS(=O)(=O)c2cccs2)CC1 (stereo not given)
1,CCOC(=O)c1cnc2c(C)cc(Cl)cc2c1Nc1ccc(OC)c(OC)c1
-38,Cc1ccc(NC(=O)c2sc(=S)n3c2[nH]c(=O)c2sccc23)cc1Cl
4,Cc1cc(C)cc(N2C(=O)C3CC=CCC3C2=O)c1 (stereo not given)
-9,CCN1CCN(Cc2nc3c(c(=O)n(C)c(=O)n3C)n2Cc2ccc(Cl)cc2Cl)CC1
-1,COCCN1C(=O)c2oc3ccccc3c(=O)c2C1c1ccc(C(=O)OC)cc1 (stereo not given)
-8&3,COc1ccc(OC)c(C2SCCN2S(=O)(=O)c2cccc(C(F)(F)F)c2)c1 (stereo not given)
0,COc1cc(C2Nc3ccc4ccccc4c3C3=C2C(=O)CC(C)(C)C3)c(Br)cc1O (stereo not given)

An excerpt from above in order of their number in 14-3-3 PPI, low to high.
14-3-3 PPI,SMILES
-38,Cc1ccc(NC(=O)c2sc(=S)n3c2[nH]c(=O)c2sccc23)cc1Cl
-17,C=CCn1c(SCc2ccccc2)nc2sc3c(c2c1=O)CCC3
-9,CCN1CCN(Cc2nc3c(c(=O)n(C)c(=O)n3C)n2Cc2ccc(Cl)cc2Cl)CC1
-6,Oc1c(I)cc(Cl)c2cccnc12

Some of these compounds in order of length of the SMILES, smallest number first.
14-3-3 PPI,SMILES
-17,C=CCn1c(SCc2ccccc2)nc2sc3c(c2c1=O)CCC3
1,CCOC(=O)c1cnc2c(C)cc(Cl)cc2c1Nc1ccc(OC)c(OC)c1
-1,COCCN1C(=O)c2oc3ccccc3c(=O)c2C1c1ccc(C(=O)OC)cc1 (stereo not given)
-9,CCN1CCN(Cc2nc3c(c(=O)n(C)c(=O)n3C)n2Cc2ccc(Cl)cc2Cl)CC1

(further entries)
14-3-3 PPI,SMILES
-1,CCCCCSCC1CC1(Cl)Cl (stereo not given)
-3,CC(=O)Oc1ccc(-c2nc(-c3cccnc3)no2)cc1
-4,COC(NC(=O)c1ccccc1)c1ccccc1 (stereo not given)
5,CCCc1ccc(-c2ccc(C(=O)N3CCOCC3)cc2)nc1
-7,Cc1ccc(Cn2c(NCCCn3ccnc3)nc3c2c(=O)n(C)c(=O)n3C)cc1
-5,CC1CCC(C(C)C)C(OCC(O)CN2CCC(CN3C(=O)c4cccc5cccc(c45)C3=O)CC2)C1 (stereo not given)
6,Cc1ccc2c(c1)C(C)(c1ccccc1)CC(C)(C)N2C(=O)c1cccc([N+](=O)[O-])c1 (stereo not given)
-3,Cc1ccc(OCC(O)CN2CCCC(C)C2)c(C)c1 (stereo not given)
1&-13,O=C(Nc1ccc2c(c1)oc1ccccc12)c1ccc(Br)o1
-10,CSc1nsc(SC)c1C(=O)Nc1ccc(Br)cc1
-6,COc1ccc(Cl)cc1NC(=O)C(Cc1ccccc1)NS(=O)(=O)c1ccc(Br)s1 (stereo not given)
-9,N#Cc1c(NC(=O)CSc2nnc(-c3ccccc3O)n2-c2ccccc2)sc2c1CCCC2
-4,COc1ccc(Cc2nnc(SC)[nH]c2=O)cc1
4,COc1ccc(N2CCN(C(=O)c3c(C)noc3C)CC2)cc1
-1,COc1ccc(C(=O)NCc2nnc(SCC(=O)N3CCc4ccccc43)o2)cc1OC
-9&5,O=C(Nc1nc2ccc3ccccc3c2s1)c1ccc([N+](=O)[O-])cc1
2&-2,CCC(=O)Oc1ccc(C2N(C(=O)CC)CCN2S(=O)(=O)c2ccc(C)cc2)cc1OC (stereo not given)
-1,CC1CCN(S(=O)(=O)c2ccc3ncn(CC(=O)Nc4ccc(Oc5ccccc5)cc4)c(=O)c3c2)CC1
-15,O=C(CN1CCN(CC(=O)c2ccc3c(c2)OCO3)CC1)Nc1ccccc1F
-2,Cn1c(=O)[nH]c(=O)c2c1nc(Br)n2CC(O)COCc1ccccc1 (stereo not given)

(listing goes on)
14-3-3 PPI,SMILES
-10,Cc1ccc(S(=O)(=O)NC(=O)NC(=O)N(C2CCCCC2)S(=O)(=O)c2ccc(C)cc2)cc1
-8,CC1(C)CC(C)(C)c2ccccc2CN1
-16,O=C(c1cccs1)N1c2ccccc2Sc2ccccc21
-10,O=C(CCCCCn1c(=S)[nH]c2ccccc2c1=O)NCc1cccnc1
-9,CCOC(=O)c1ccoc1CSCC(=O)N1CCN(S(=O)(=O)c2ccc(C)cc2)CC1
-11,CC(C)CNC(=O)CN(c1ccc(Oc2ccccc2)cc1)S(C)(=O)=O
0,COc1ccc(-n2nc([N+](=O)[O-])c[n+]2[O-])cc1
-1,CCC(=O)c1cc(F)c(N2CCN(C(=O)c3ccco3)CC2)cc1C
3,Cc1ccc(C2C3=C(Nc4ncnn42)c2ccccc2OC3c2ccc(F)cc2)cc1 (stereo not given)
-63,CCN(CC)C(=O)c1c[nH]c2ccc(S(=O)(=O)Nc3cccc(Cl)c3C)cc2c1=O
7,COc1ccc(Cn2c(=O)[nH]c3cc(C(=O)N4CCN(c5ccccn5)CC4)ccc3c2=O)cc1

Marked active in 14-3-3 PPI, among the entries above:
14-3-3 PPI,SMILES
151*,Cn1c(=O)c(Nc2ccc(Br)cc2)c2c3c(cccc31)C(=O)c1ccccc1-2

Source: PubChem BioAssay (Emory University Molecular Libraries Screening Center)

Some of the compounds tested; count on the stated rates, not on these rows.
